# PRMT1 inh = PRMT1 methyltransferase inhibitors, primary screen, biochemical, fluorescence polarization. 370,000 tested, 1.3% active. inhibition, % at 2.79 µM. recombinant PRMT1, activity-based probe fluorescence polarization;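 active = inhibition above about 21% made by adding two undisclosed values, limit read from the data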
# NPR2 activator = human GC-B receptor activators, primary screen, HEK293 GC-B cells, cGMP TR-FRET, EC30 CNP | 0% at EC30 CNP, 100% saturating CNP | 370,000 tested, 0.11% active | AID 1920062, 2024 | activation, % at 10 µM;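 active = activation at 10 µM reaching about 35% in either raw or pattern-adjusted values, limit read from the data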
# HTRA1 inh = HTRA1 serine protease inhibitors, primary screen, biochemical, fluorescence polarization, HTS; Q92743; recombinant HTRA1, FP-rhodamine activity-based probe; inhibition, % at 5.96 µM; 340,000 tested, 0.5% active; AID 504803, 2011; in the data active = inhibition above about 36%;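 also: 0% = enzyme with DMSO and 100% = wells lacking enzyme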
# SIAE inh = human SIAE inhibitors, primary screen, biochemical, fluorescence polarization, FP-Rh probe, 1536-well HTS; 370,000 tested, 0.69% active; SIAE FP-Rh probe binding; Sialate O-acetylesterase (Homo sapiens), Q9HAT2; inhibition, % at 9.66 µM;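 active = inhibition above a cutoff: mean of compounds within the control limits plus 3 SD of those, cut at about 17% in these data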;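 also: 0% = plate median of compound wells and 100% = probe without SIAE protein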
# rCAG binder = binders of r(CAG) RNA repeats, primary screen, biochemical, fluorescence; r(CAG) RNA repeat, TO-PRO-1 dye displacement fluorescence; inhibition, % at 3 µM; 370,000 tested, 1.3% active; AID 651821, 2012;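 active = inhibition above the plate cutoff, the mean of all test compounds on that plate plus 3 SD, cut at about 35% in these data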;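 also: 0% = DMSO alone and 100% = 100 µM mitoxantrone as full dye displacement; higher means more dye released from RNA so lower well fluorescence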
# GC-A act = GC-A stimulated cGMP production enhancers – HEK293 GC-A cells, cGMP TR-FRET, EC30 ANP, primary screen; 370,000 tested, 0.14% active; 0% at EC30 ANP, 100% saturating ANP; Atrial natriuretic peptide receptor 1 (Homo sapiens), P16066; activation, % at 10 µM; in the data active = activation above about 40%
# TCR-CD3 inh = inhibitors of human TCR-CD3 interaction, primary screen, biochemical, fluorescence, TAMRA-labeled TCR probe | AID 651800, 2012 | T-cell receptor (TCR) | inhibition, % at 9.4 µM | 360,000 tested, 0.37% active; in the data active = inhibition above about 19%;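 also: recombinant mutant TCR 2C K166C tagged with TAMRA read by polarization; 0% = receptor in buffer alone and 100% = receptor with positive control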
# UHRF1 MBD2 ctr = UHRF1 methylated DNA binding inhibitors, primary screen, counter-screen for MBD2 inhibitor project, biochemical, TR-FRET, human UHRF1, single concentration; E3 ubiquitin-protein ligase UHRF1 (Homo sapiens), Q96T88; UHRF1 binding to methylated oligo; inhibition, % at 4.4 µM; 370,000 tested, 0.75% active; AID 687016, 2013; in the data active = inhibition above about 21%;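 also: UHRF1 SRA domain binding a hemimethylated CpG hairpin DNA probe; 0% = median of test compound wells and 100% = reference inhibitor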
# Target sequence (Q96T88 whole entry, looked up, the tested form may be a part): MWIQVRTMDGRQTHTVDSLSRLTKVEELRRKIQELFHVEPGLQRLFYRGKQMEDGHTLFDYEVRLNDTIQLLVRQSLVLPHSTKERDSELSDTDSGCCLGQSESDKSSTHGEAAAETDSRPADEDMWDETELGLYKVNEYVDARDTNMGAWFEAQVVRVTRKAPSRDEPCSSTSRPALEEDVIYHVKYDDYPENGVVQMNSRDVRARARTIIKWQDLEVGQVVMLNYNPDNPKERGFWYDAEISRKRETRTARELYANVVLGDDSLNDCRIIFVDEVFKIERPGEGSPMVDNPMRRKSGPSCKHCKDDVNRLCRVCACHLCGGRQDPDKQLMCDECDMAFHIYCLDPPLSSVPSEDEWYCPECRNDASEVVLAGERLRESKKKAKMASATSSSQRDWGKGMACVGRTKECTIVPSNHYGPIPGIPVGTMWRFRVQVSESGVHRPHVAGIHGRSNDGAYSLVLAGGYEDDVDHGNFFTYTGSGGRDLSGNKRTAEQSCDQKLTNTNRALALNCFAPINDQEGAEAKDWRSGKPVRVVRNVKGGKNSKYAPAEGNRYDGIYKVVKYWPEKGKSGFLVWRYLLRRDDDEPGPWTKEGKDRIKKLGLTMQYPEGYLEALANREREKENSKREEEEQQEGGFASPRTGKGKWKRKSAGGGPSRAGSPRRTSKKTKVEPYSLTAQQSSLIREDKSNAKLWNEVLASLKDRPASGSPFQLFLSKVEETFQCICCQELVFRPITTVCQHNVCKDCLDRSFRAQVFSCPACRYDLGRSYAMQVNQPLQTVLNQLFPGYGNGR
# MBD2 inh = inhibitors of MBD2 binding to methylated DNA, primary screen, biochemical, TR-FRET, DNA-binding domain, human. 370,000 tested, 0.31% active. AID 686964, 2013. MBD2 binding to methylated oligonucleotide. inhibition, % at 4.4 µM; in the data active = inhibition above about 13%
# mABHD4 FP = ABHD4 inhibitors, primary screen, biochemical, fluorescence polarization, mouse; (Lyso)-N-acylphosphatidylethanolamine lipase (Mus musculus), Q8VD66; purified mABHD4, FP-Rh probe fluorescence polarization; inhibition, % at 8.92 µM; 370,000 tested, 0.54% active;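 active = inhibition exceeding the mean over every tested compound plus 3 SD, cut at about 30% in these data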;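 also: 0% = plate median of compound wells and 100% = S159A mutant with DMSO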
#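 system = mouse ABHD4 enzyme, wild type | medium = HEPES pH 7.0, NaCl, Pluronic buffer | also added = FP-Rh probe | incubation = Enzyme–compound pre-incubation 45 min, then probe 60 min, both 25 °C | technique = fluorescence polarization, excitation 525 nm, emission 598 nm, BODIPY TMR filters | controls = S159A mutant high control, sample median low control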
# Active calls of the source: *; nt = no result given. Only part of the results is shown; the hit share may differ from the screen's.
SMILES,PRMT1 inh,NPR2 activator,HTRA1 inh,SIAE inh,rCAG binder,GC-A act,TCR-CD3 inh,UHRF1 MBD2 ctr,MBD2 inh,mABHD4 FP
Cc1cccc(NC2=Nc3ccccc3N3C2=Nc2c(c(C)nn2-c2ccccc2)C3c2ccc(O)c(O)c2)c1 (stereo unspecified),4,0,55*,-17,57*,1,5,5,1,-9
CCN(CC)Cc1c(-c2ccccc2)[nH]c2ccc(C)cc2c1=O,-3,3,-5,-3,1,3,2,-1,0,1
Cc1ccc(C(=O)N2CCN(c3ccc(NC(=O)COc4ccccc4C)cc3)CC2)cc1,2,2,-20,5,-3,-2,3,-1,-4,4
COc1cccc(/C=N/NC(=O)CSc2nnc(C)n2-c2ccccc2)c1O,1,0,-1,2,6,1,1,3,2,-6
CC(C)(C)c1ccc(OCc2ccc(C(=O)N/N=C3\CC4CC=CC34)cc2)cc1 (stereo unspecified),-1,-1,8,0,-1,-3,7,-2,4,4
NC(=O)CNc1ncc(C(F)(F)F)cc1Cl,1,-2,2,-1,0,-1,-3,-1,-2,-3
COc1ccc(N2CC(C(=O)NC3CC(C)(C)NC(C)(C)C3)CC2=O)cc1 (stereo unspecified),2,3,6,7,1,-1,-1,0,7,-2
O=S(=O)(c1ccc(Br)cc1Cl)N1CCCN(c2ccc(C(F)(F)F)cn2)CC1,-7,3,-21,-8,1,-1,0,4,-1,-10
Cc1ccc(C(C)C)c(OCCNC(=O)c2cncc(Br)c2)c1,-2,-16,-16,-5,0,-14,5,1,-9,-4
Cc1sc2nc3n(c(=O)c2c1C)CCCCC3,4,-12,-8,-7,-1,4,-3,-1,0,3
Cc1cc(C(=O)OCC(=O)NCc2cccs2)c2ccccc2n1,2,-1,-12,0,-1,-2,11,-3,-5,3
CC(OC(=O)CCc1nc2ccccc2c(=O)[nH]1)C(=O)c1ccc(C(C)(C)C)cc1 (stereo unspecified),0,5,-14,-2,3,0,2,0,1,-12
CC1(C)CC(=O)C2=C(C1)OC(N)=C(C#N)C2c1ccccc1OC(=O)N1CCOCC1 (stereo unspecified),-4,-3,5,13,-2,-1,1,-2,-6,-6
Cc1cc(C)n2nc(SCc3cccc(S(=O)(=O)N(C)C)c3)nc2n1,2,4,4,3,-4,5,1,-3,-1,4
Cc1noc(C)c1S(=O)(=O)N(CC(=O)NCCc1ccccc1)c1ccc(C(C)C)cc1,1,-2,-4,3,-2,-7,-11,-5,4,1
CC(=O)C(Cc1ccccc1)(Cc1ccccc1)C(C)=O,1,3,-7,-1,-1,5,1,-1,2,4
Cc1ccc(NC(=O)C2C3C=CC4(O3)C2C(=O)N(CCCN2CCCCC2)C4C(=O)NC2CCCCC2)cc1C (stereo unspecified),-2,-1,4,1,-4,8,-1,1,2,5
CC(C)(C)OC(=O)N[C@@H](COCc1ccccc1)C(=O)N[C@@H](CO)[C@H](O)[C@@H]1C[C@@H]1C(=O)NC1CCCCC1,1,3,-1,-2,-1,0,-7,1,-2,4
COc1ccc(C(=O)CSc2nccc(=O)[nH]2)cc1,2,-5,7,-3,0,5,3,-3,-7,-9
CC1CCN(Cc2nnc(-c3cccc(Br)c3)o2)CC1,1,-2,1,-1,-4,2,-9,0,3,-5

# A draw from above in order of SMILES length, falling:
SMILES,PRMT1 inh,NPR2 activator,HTRA1 inh,SIAE inh,rCAG binder,GC-A act,TCR-CD3 inh,UHRF1 MBD2 ctr,MBD2 inh,mABHD4 FP
CC(C)(C)OC(=O)N[C@@H](COCc1ccccc1)C(=O)N[C@@H](CO)[C@H](O)[C@@H]1C[C@@H]1C(=O)NC1CCCCC1,1,3,-1,-2,-1,0,-7,1,-2,4
Cc1cccc(NC2=Nc3ccccc3N3C2=Nc2c(c(C)nn2-c2ccccc2)C3c2ccc(O)c(O)c2)c1 (stereo unspecified),4,0,55*,-17,57*,1,5,5,1,-9
CC(OC(=O)CCc1nc2ccccc2c(=O)[nH]1)C(=O)c1ccc(C(C)(C)C)cc1 (stereo unspecified),0,5,-14,-2,3,0,2,0,1,-12
Cc1noc(C)c1S(=O)(=O)N(CC(=O)NCCc1ccccc1)c1ccc(C(C)C)cc1,1,-2,-4,3,-2,-7,-11,-5,4,1
Cc1ccc(C(=O)N2CCN(c3ccc(NC(=O)COc4ccccc4C)cc3)CC2)cc1,2,2,-20,5,-3,-2,3,-1,-4,4
O=S(=O)(c1ccc(Br)cc1Cl)N1CCCN(c2ccc(C(F)(F)F)cn2)CC1,-7,3,-21,-8,1,-1,0,4,-1,-10
COc1ccc(N2CC(C(=O)NC3CC(C)(C)NC(C)(C)C3)CC2=O)cc1 (stereo unspecified),2,3,6,7,1,-1,-1,0,7,-2
Cc1cc(C)n2nc(SCc3cccc(S(=O)(=O)N(C)C)c3)nc2n1,2,4,4,3,-4,5,1,-3,-1,4
CCN(CC)Cc1c(-c2ccccc2)[nH]c2ccc(C)cc2c1=O,-3,3,-5,-3,1,3,2,-1,0,1
Cc1ccc(C(C)C)c(OCCNC(=O)c2cncc(Br)c2)c1,-2,-16,-16,-5,0,-14,5,1,-9,-4
CC(=O)C(Cc1ccccc1)(Cc1ccccc1)C(C)=O,1,3,-7,-1,-1,5,1,-1,2,4
CC1CCN(Cc2nnc(-c3cccc(Br)c3)o2)CC1,1,-2,1,-1,-4,2,-9,0,3,-5
NC(=O)CNc1ncc(C(F)(F)F)cc1Cl,1,-2,2,-1,0,-1,-3,-1,-2,-3

# The listing continues:
SMILES,PRMT1 inh,NPR2 activator,HTRA1 inh,SIAE inh,rCAG binder,GC-A act,TCR-CD3 inh,UHRF1 MBD2 ctr,MBD2 inh,mABHD4 FP
CN(C)N(Cc1ccccc1)C(=O)C(O)(c1ccccc1)c1ccccc1,-6,-16,-1,-5,-4,-36,-3,-1,-1,-13
COc1ccc(CN(CC2CCCO2)S(=O)(=O)c2ccc(C(=O)O)cc2)cc1OC (stereo unspecified),-6,-1,4,2,5,1,0,0,1,2
O=S(=O)(c1ccc(F)c(F)c1)N1CCN(Cc2ccc3c(c2)OCO3)CC1,-1,4,-7,-3,-3,0,-1,4,5,-4
CC(C)(C)OC(=O)NCCc1nnc(SCc2ccc(Cl)cc2)o1,5,-1,-1,-3,-7,-8,-7,8,3,-8
Cn1cccc1C(=O)OCc1csc(-c2ccccc2)n1,3,-1,-22,-4,1,5,-5,1,-2,-4
CCOC(=O)c1nnn(CC(=O)N2N=C(c3cc(C)ccc3C)CC2c2ccc(OC)cc2)c1C(=O)OCC (stereo unspecified),1,3,-38,-5,5,-3,4,-3,-1,-14
O=C(NCc1ccc(F)cc1)c1cnc2sccn2c1=O,-1,2,5,-3,4,7,5,3,1,-4
Cc1cc(C)c(-c2csc(NC(=O)C3=COCCO3)n2)cc1C,-7,-8,-24,-3,3,-6,1,0,0,-9
CCc1ccccc1NC(=O)CCS(=O)(=O)c1ccc(Br)cc1,0,-3,3,7,-5,-3,3,0,-7,-1
CC(NC(=O)c1ccccc1Cl)C(=O)OCc1cn2cc(Cl)ccc2n1 (stereo unspecified),0,1,0,7,-6,-5,-9,-1,-7,-2
CC(NC(=O)CCNC(=O)c1ccco1)c1ccccc1 (stereo unspecified),4,3,18,-5,-2,1,-10,2,5,0
CCOC(=O)C1CCN(Cc2ccc(O)c(OC)c2)CC1,-3,-1,9,10,0,5,10,2,0,7
O=C(Nc1ccc(Cl)cc1)C1C2C=CC3(O2)C1C(=O)N(CCN1CCCCC1)C3C(=O)NC1CCCCC1 (stereo unspecified),-1,-3,-3,-3,-5,8,5,2,5,9
CCc1nc2ccc(C(=O)NCc3ccc(OC)cc3)cn2c1N(C)CCC(C)C,-2,14,nt,5,3,6,1,-2,0,2
CCOC(=O)CNC(=O)CN1CCC(c2nc3ccccc3[nH]2)CC1,-1,0,-2,1,-3,1,-5,0,-3,-2
CN(C(=O)c1ccc(Cl)c([N+](=O)[O-])c1)C1(C)CCS(=O)(=O)C1 (stereo unspecified),1,2,3,1,-3,0,-8,1,-1,7
COc1ccccc1N=C1SC(C(=O)Nc2cccc(Cl)c2Cl)C(N)=C1C(N)=O (stereo unspecified),3,-7,-4,-3,18,-1,-4,2,4,9
COc1ccc(C(=O)N2CCN(CCNC(=O)C(=O)Nc3ccc(F)cc3)CC2)cc1,4,-3,8,1,-4,2,-4,-3,-4,-2
C=CCSc1nnc(CCCCCN2C(=O)c3cccc4cccc(c34)C2=O)o1,4,-4,-33,-3,-3,0,4,0,-1,-3
Nc1nc(-c2ccccc2)c(C(=O)Nc2ccccc2)s1,3,-3,-16,0,0,-1,-2,-1,-1,-2
O=C(Nc1cccc(C(=O)O)c1)/C(=C/c1ccc([N+](=O)[O-])cc1)NC(=O)c1ccccc1,-3,-1,-3,-2,7,-3,3,0,-5,-5
Cc1ccc(NC(=O)c2cc3c(s2)CCC3)cc1S(=O)(=O)N1CCOCC1,0,5,-13,-39,2,5,1,0,2,0
CCOC(=O)N1CCN(C(=O)c2ccc3c(=O)n(Cc4ccc(Cl)cc4)c(=S)[nH]c3c2)CC1,0,-1,-6,-3,7,0,-1,-1,-5,-5
COC(=O)[C@@]12C[C@@H](CC(=O)N3CCC(c4ccccc4)CC3)C(=O)N(Cc3cccc4ccccc34)C1=CCC(C)(C)C2,1,5,nt,-4,10,0,2,0,3,2
CCCC(=O)OCC(=O)Nc1ccc([N+](=O)[O-])cc1C#N,-2,2,2,5,4,1,-9,0,-3,1
COc1ccccc1OCC(=O)N1CCC2(CC1)CC(=O)c1ccccc1O2,1,5,0,5,-7,0,-7,0,4,7
COc1ccccc1OCC(=O)OCC(=O)NCCN1C(=O)CSC1=O,-1,2,-6,3,0,-1,-2,0,3,4
COc1cc(-c2nc(-c3cccc(C(F)(F)F)c3)no2)cc(OC)c1OC,-2,-2,-3,-4,-1,5,-6,-3,5,-5
O=C(Nc1ccccc1C(=O)N1CCCCC1)c1ccco1,-7,0,3,1,4,2,-9,3,-4,-11
CNC(=O)c1[nH]cnc1C(=O)NCC(=O)OCc1ccccc1,-2,-2,-2,-9,-5,2,3,0,-3,1

# Screens as filed in PubChem.
